Source: PubChem BioAssay
HTR5A ag ctr – HTR5A agonism, opioid heterodimer counter-screen | HTR5A agonist assay, luminescence, cell-based | activation, % at 9.3 µM | AID 504692 | P47898 | 0.61% of 340,000 active; in the data active = activation mostly above about 9.5%, no sharp cut-off; inactive = mostly below about 7.6%;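 also: 0% = cells with vehicle only and 100% = reference agonist; strong numbers were not always called active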
MOR-DOR ag – agonists of human mu-delta opioid receptor heterodimerization | cells, OPRM1-OPRD1 heterodimerization, luminescence | activation, % at 9.3 µM | 0.3% of 340,000 active | AID 504326; in the data active = activation above about 18%;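 also: 0% = vehicle-treated cells and 100% = reference agonist; values of inactives mirror those of a sister screen read the other way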
Target sequence (P35372 whole entry, looked up): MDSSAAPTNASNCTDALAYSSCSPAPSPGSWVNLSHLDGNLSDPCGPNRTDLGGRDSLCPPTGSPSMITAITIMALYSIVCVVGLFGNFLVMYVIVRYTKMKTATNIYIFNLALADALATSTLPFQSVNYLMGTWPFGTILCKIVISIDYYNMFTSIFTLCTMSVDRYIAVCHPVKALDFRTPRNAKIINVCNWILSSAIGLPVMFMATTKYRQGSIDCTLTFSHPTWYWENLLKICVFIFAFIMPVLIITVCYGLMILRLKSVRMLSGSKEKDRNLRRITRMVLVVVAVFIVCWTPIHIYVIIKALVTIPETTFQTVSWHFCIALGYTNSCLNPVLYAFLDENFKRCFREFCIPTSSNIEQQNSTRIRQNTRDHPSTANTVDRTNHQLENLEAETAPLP
Target sequence (P41143 whole entry, looked up): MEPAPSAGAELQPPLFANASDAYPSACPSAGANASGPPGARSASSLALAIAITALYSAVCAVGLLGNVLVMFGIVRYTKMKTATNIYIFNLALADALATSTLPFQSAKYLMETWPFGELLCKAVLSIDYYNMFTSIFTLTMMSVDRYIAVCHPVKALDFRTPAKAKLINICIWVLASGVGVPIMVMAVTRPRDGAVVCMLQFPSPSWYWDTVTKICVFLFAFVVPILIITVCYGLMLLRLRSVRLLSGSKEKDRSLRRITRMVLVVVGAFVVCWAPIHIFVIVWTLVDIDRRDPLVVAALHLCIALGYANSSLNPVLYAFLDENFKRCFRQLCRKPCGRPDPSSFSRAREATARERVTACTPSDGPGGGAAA
OPRM1-OPRD1 inv – inverse agonists of human mu-delta opioid receptor heterodimerization; P35372+P41143; cell-based MOR-DOR heterodimer luminescence, inverse agonism; inhibition, % at 9.3 µM; 0.21% of 340,000 active; AID 504357; in the data active = inhibition above about 22%, passing the limit was not always enough;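 also: 0% = cells with DMSO and 100% = wells without cells with DMSO; values of inactives mirror those of a sister screen read the other way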
HTR5A inv ctr – HTR5A inverse agonism, opioid heterodimer counter-screen | P47898 | HTR5A cell line, luminescence | inhibition, % at 9.3 µM | 0.083% of 340,000 active; in the data active = inhibition mostly above about 23%, no sharp cut-off; inactive = mostly below about 18%;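 also: 0% = cells with DMSO and 100% = no-cell wells with DMSO; some compounds called inactive have numbers as strong as hits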
phage Ecoli inh – E. coli growth loss with phage present | growth absorbance | inhibition, % at 11.9 µM | 0.26% of 360,000 active; in the data active = inhibition above about 11%
PfHsp90 set2 – growth inhibition of yeast expressing Plasmodium Hsp90 | S. cerevisiae expressing PfHsp90, BacTiter-Glo ATP, 48 h; yeast lacking PDR1 and PDR3 efflux regulators | inhibition, % at 9.4 µM | 0.32% of 310,000 active | AID 504621;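 active = every replicate shows inhibition above about 80%, whatever the replicate mean, limit read from the data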;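 also: 0% = DMSO neutral controls and 100% = 20 µM radicicol positive controls; yeast relying on Plasmodium falciparum Hsp90 in place of its own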
Ecoli viability – reduces bacterial viability in AddAB counter-screen; E. coli V3065 growth, OD600 absorbance, 18 h; inhibition, % at 11.9 µM; 0.27% of 330,000 active; AID 449728;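 active = inhibition above the campaign's mean inhibition across all tested compounds plus 3 SD, cut at about 9.9% in these data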;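 also: uninfected addAB+ strain grown without phage in ampicillin broth; 0% = DMSO wells and 100% = ciprofloxacin 0.95 µg/ml wells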
AddAB inh – less growth of phage-infected E. coli with AddAB; inhibition, % at 11.9 µM; E. coli expressing H. pylori AddAB, absorbance growth; 0.29% of 330,000 active; in the data active = inhibition above about 12%;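 also: 0% = vehicle wells of infected cells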
Pemphigus Ab inh – blocks pemphigus antibody binding to human desmoglein-3 | 0.48% of 310,000 active | DSG3-coupled beads, scFv-anti-DSG3-GFP binding, flow cytometry; stronger effect = lower value | binding (percent of control), % at 10 µM;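 active = binding more than 3 SD below its plate's average and above zero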;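 also: hits lower antibody fragment binding to DSG3; some compounds called inactive have numbers as strong as hits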
PKA-R1A act – activates the PKA-R1A holoenzyme complex. activation, % at 11.4 µM. AID 504707. P00514+P68181. 0.083% of 340,000 active. PKA-R1A dissociation, Cy5-IP20 fluorescence polarization; scaled: DMSO 0%, 113 µM cGMP 100%;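 active = percent activation above the mean of all tested compounds plus 3 SD, cut at about 19% in these data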;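 also: higher means more PKAc released from R1A so a rise in polarization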
Mot1-301 SUMO – SUMOylation pathway inhibition by Mot1-301 growth rescue; S. cerevisiae Mot1-301 growth rescue, ATP luminescence, 38.5C; percent above DMSO median, 100 means doubled; growth rescue, % at 18.8 µM; 1% of 320,000 active;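 active = every valid replicate shows activation above 250% relative to neutral control wells; inactive = the rest, any valid replicate at or below 250%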;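 also: OY570 slx delta 5 strain wells were the positive control but not used for scaling; some compounds called inactive have numbers as strong as hits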
* marks the source's active call; other numbers are inactive results; i = inactive; . = not tested or not shown.

SMILES	HTR5A ag ctr	MOR-DOR ag	OPRM1-OPRD1 inv	HTR5A inv ctr	phage Ecoli inh	PfHsp90 set2	Ecoli viability	AddAB inh	Pemphigus Ab inh	PKA-R1A act	Mot1-301 SUMO
CCOC(=O)C1CCCN(C(=O)c2ccc3nc(-c4ccc(OC)c(OC)c4)c(-c4ccc(OC)c(OC)c4)nc3c2)C1 (stereo not given)	4	-0.3	1	5	1.4	20	-1.4	2.3	82	1	17
O=C(O)c1ccc(N=NN2CCCC2)cc1	-1	-2.7	14	4	4.0	4	1.0	3.8	101	-16	18
Cc1ccc(OCC(=O)Nc2ccc3c(c2)OCO3)cc1C	3	1.9	-12	19	2.1	-3	-2.1	0.5	87	-16	17
COCC(C)NC(=S)NCCc1ccc(Cl)cc1Cl (stereo not given)	-7	0.8	-4	21	3.4	-6	-0.8	-0.3	109	-15	0
O=C(Cn1cc2c(n1)CCCC2)N1CCCC1	4	-3.2	16	-12	2.9	-34	1.7	2.5	105	2	-1
CCOc1ccc(N(C(C)C(=O)N/N=C(\C)c2cccc(NC(=O)c3ccccc3)c2)S(C)(=O)=O)cc1 (stereo not given)	0	2.2	-9	-19	1.3	-40	1.9	2.5	103	2	i
O=C1COc2ccc(C(=O)COC(=O)Cc3ccc(F)cc3)cc2N1	1	-1.0	5	-2	1.2	.	0.7	1.4	107	10	-25
CC(=O)Nc1ccc(C(=O)N/N=C/C2CC3C=CC2C3)cc1 (stereo not given)	-6	-1.4	7	-15	2.1	6	1.4	3.9	99	1	1
O=C(Nc1sc2c(c1C(=O)O)CCCC2)c1ccc(F)cc1	-1	-1.6	8	3	6.2	-24	.	.	133	-12	6
O=C(N/N=C/c1ccccn1)c1ccc(NC(=O)c2ccccc2Cl)cc1	-3	0.7	-6	7	-0.1	0	2.2	1.0	.	-1	8
Cc1cc(=O)oc(C)c1C(=O)N1CCc2c([nH]c3ccccc23)C1C(C)C (stereo not given)	11	-1.6	8	-31	3.4	-13	0.7	-0.5	104	-12	11
CCOC(=O)NNC(=O)c1ccc(Cl)cc1	0	1.0	-5	3	2.0	-30	-3.8	-0.6	116	9	37
Cc1ccc(C)n1-c1cc(S(=O)(=O)N2CCOCC2)ccc1N1CCCC1	-1	1.1	-6	8	-0.8	22	-2.0	-0.3	77	6	25
COc1cc(CN(C)c2ccc(S(=O)(=O)N3CCCC3)cn2)ccc1OC(F)F	3	2.6	-17	-11	4.6	7	.	.	103	2	.
CCCSc1nc(N)nc2c1ncn2C1OC(CO)C(O)C1O (stereo not given)	6	-1.8	8	-21	0.5	-2	.	.	106	0	.
COc1ccc(C(C)C)cc1S(=O)(=O)Nc1ccccn1	2	0.5	-3	6	1.9	2	-0.9	0.6	98	-6	1
O=C(Nc1ncccn1)C1c2ccccc2Oc2ccccc21	1	-2.0	11	12	3.8	6	-1.7	4.0	97	-1	60
CCN(CC(=O)Nc1ccc(OC)cc1)C(=O)CN1C(=O)NC(C)(c2ccc3ccccc3c2)C1=O (stereo not given)	-3	-5.3	17	-19	0.6	1	0.2	1.9	114	-14	2
CCC1(CC)C(=O)Nc2ccccc21	3	0.3	-1	-8	2.9	3	0.8	6.9	102	-8	5
Cc1occc1C(=O)Nc1cccc(S(=O)(=O)N2CCOCC2)c1	-4	-2.9	11	0	-1.9	-29	1.2	0.2	.	0	4
CCN(CC)S(=O)(=O)c1ccc(NC(=O)c2ccc(CN3CCOCC3)cc2)cc1	3	0.2	-1	-7	2.5	19	-0.4	-0.5	105	-6	-4
O=C(COC(=O)CNC(=O)c1ccccc1F)NCC(F)(F)F	0	-3.3	15	1	0.8	23	-1.9	-0.7	101	-17	-2
Cc1c(C(=O)NCCN2CCCC(O)C2)oc2c(F)cccc12 (stereo not given)	-7	-3.3	13	19	2.7	-48	-0.5	1.6	114	-6	3
COc1ccc(NC(=O)N(C)C[C@H]2Oc3ccc(NS(=O)(=O)c4ccc(F)cc4)cc3C(=O)N([C@H](C)CO)C[C@@H]2C)cc1	5	-2.5	15	-14	2.1	16	0.8	2.9	100	6	-6
N#CCSc1nnc(Cc2cccc3ccccc23)n1C1CCCCC1	-1	4.9	-29	12	1.7	19	3.5	-1.7	106	-13	-26
CCn1c(=NC(=O)c2cccc(N3C(=O)CCC3=O)c2)sc2c(C)ccc(OC)c21	0	-1.0	5	-1	1.7	3	-0.2	0.1	93	-13	213
Cc1ccsc1CN(C)CC(=O)NCC(=O)Nc1ccc(F)c(F)c1F	-2	-1.4	6	5	7.2	-48	-3.0	-0.5	52	1	0
N#Cc1ccc(C(=O)N2CCN(C(=O)C3CCCO3)CC2)cc1 (stereo not given)	-5	-1.8	7	11	-0.8	2	-0.1	2.5	99	-4	.
O=S(=O)(c1ccccc1)N1CCN(C(c2ccccc2)c2ccc(OC(F)(F)F)cc2)CC1 (stereo not given)	-2	-0.1	1	7	2.4	-7	4.4	2.2	99	4	313
Cc1ccccc1NC(=S)N(Cc1cccnc1)Cc1ccccc1Cl	0	-2.0	10	-51	1.5	.	2.1	6.1	117	6	-1
COc1ccc(CCNC2CC(=O)N(N(C)C)C2=O)cc1OC (stereo not given)	9	-2.8	14	14	4.5	-9	-0.6	2.7	112	-1	8
Cc1cc(C)c2[nH]c(=O)c(CN(CC3CCCO3)C(=O)C3CCCO3)cc2c1 (stereo not given)	2	-2.1	12	8	1.7	-7	1.8	1.0	103	9	.
COc1ccc(OC)c(C2C(C(=O)c3ccc(C)o3)=C(O)C(=O)N2c2cc(C)on2)c1 (stereo not given)	-2	0.6	-3	8	1.8	0	-1.8	-1.0	126	-3	6
Cc1c(C)n(Cc2ccccc2)c2ncnc(NCCN(C)C)c12	-3	-1.7	9	10	1.8	-22	1.6	-1.1	105	-6	15
CCc1nc2ccccc2c(C(=O)OCC(=O)C(C)(C)C)c1C	-2	-2.1	12	4	3.7	-7	-0.2	3.3	103	-11	14
O=C(NCCn1cc(SCc2ccc(F)cc2)c2ccccc21)c1ccccc1F	-1	3.6	-20	-4	.	-26	-1.5	-0.5	104	-1	69
CN(C(=O)c1cnc(N2CCN(c3ncccn3)CC2)c2ccccc12)c1ccc(Cl)cc1	2	-2.2	13	-10	1.1	-6	-0.2	2.4	105	-8	-14
COc1ccccc1C(=O)NCCC(=O)Nc1ccc(S(=O)(=O)Nc2ncccn2)cc1	-6	-0.6	2	15	2.0	-46	-0.7	-0.5	.	-4	-1
O=C(NCC(c1ccco1)N1CCCCC1)C(c1ccccc1)c1ccccc1 (stereo not given)	0	2.4	-12	8	1.6	-1	-1.7	4.3	102	-5	14
Cn1c(N)c(C(=O)CSc2nc(N)cc(=O)[nH]2)c(=O)n(C)c1=O	0	0.8	-4	-3	3.2	-7	-2.0	-0.5	104	-5	17
NC(=O)CSc1nccn1Cc1ccc(Cl)cc1	4	-1.8	8	-4	0.9	-4	-0.6	0.9	.	4	.
Nc1ccc(C(=O)OCCc2ccccc2)cc1	6	-3.2	18	-18	0.4	19	2.0	6.7	89	3	5
COc1ccc(S(=O)(=O)NC(C(=O)NCCc2ccccn2)C(C)C)cc1 (stereo not given)	-2	-2.2	10	5	0.1	-13	-0.2	1.0	99	2	2
COc1ccc(/C=C(/C(=O)c2ccc(Cl)cc2Cl)n2cncn2)cc1	3	1.2	-7	-12	2.5	7	-0.4	2.6	110	-9	.
O=C(Nc1ccccc1OC(F)F)c1cccc(S(=O)(=O)N2CCCC2)c1	0	-1.5	8	1	2.7	-4	-1.0	2.0	95	1	0
Cc1cc(C)c(C(=O)N2CCCC(CNS(=O)(=O)c3cccs3)C2)o1 (stereo not given)	1	-2.1	11	-18	2.0	18	-0.9	-1.5	.	-7	3
O=C(O)C1C2OC(C(Br)C2Br)C1C(=O)O (stereo not given)	0	-3.4	17	2	1.3	19	.	.	85	-2	.
Cc1ccc(C)c(OCCCCCn2ccnc2)c1	2	-0.9	5	8	-2.0	-6	-3.6	-1.1	100	-3	14
CCc1nc(CNC(=O)C2CCC(=O)N(CCc3cccc(F)c3)C2)no1 (stereo not given)	6	-3.2	11	-12	1.0	-20	0.2	1.9	110	4	56
CN(C(=O)COC(=O)CSc1ccc([N+](=O)[O-])cc1)c1ccccc1	3	0.0	0	-4	1.0	.	-0.2	3.6	101	-11	0
Cc1nn(-c2ccccc2)c(C)c1/C=N/NC(=O)c1cc(C23CC4CC(CC(C4)C2)C3)[nH]n1	9	2.1	-11	-24	1.7	-7	-0.5	2.6	68	1	10
COc1ccc(CCNC(=O)CN2C(=O)NC(Cc3c[nH]c4ccccc34)C2=O)cc1 (stereo not given)	1	-1.2	5	-5	1.1	18	0.6	1.0	101	-2	-3
CC(C)C(Cl)=NOC(=O)Nc1ccc(F)cc1	-3	-2.3	10	10	5.7	-9	.	.	89	-9	.
COc1ccc(S(=O)(=O)N(CC(=O)N2CCN(C)CC2)C2CCCCC2)cc1OC	6	-1.0	5	-16	0.8	-6	4.5	3.5	111	-2	-10
COC(=O)Cc1ccc(NC(=O)c2ccc3c(c2)C(=O)N(CC2CCCO2)C3=O)cc1 (stereo not given)	1	-0.6	4	-22	-0.6	-26	0.0	0.3	104	-5	-15
Cc1cc(C)c(NC2=NS(=O)(=O)c3ccccc32)c(C)c1	-3	-2.1	12	18	2.0	.	1.3	1.6	130	-3	-1
COc1ccc(OCC(=O)N2CCN(c3nnc(-c4ccccc4)c4ccccc34)CC2)cc1	0	0.6	-3	-26	2.4	.	-5.4	-1.5	119	13	2
S=C(NCc1ccccc1)N1CCN(Cc2ccc3c(c2)OCO3)CC1	2	0.2	-1	-26	3.2	10	-1.2	4.0	97	3	5
CC(C)(C)c1ccc(C(=O)NCC(=O)OCN2C(=O)c3ccccc3C2=O)cc1	-1	0.8	-4	-4	1.2	-58	-1.1	0.7	.	-16	.
CC(=O)c1cc2c(cc1NC(=O)c1ccc(-n3nc(C)cc3C)cc1)OCO2	2	-3.5	18	21	2.4	-7	.	.	84	-5	.

(next part)
SMILES	HTR5A ag ctr	MOR-DOR ag	OPRM1-OPRD1 inv	HTR5A inv ctr	phage Ecoli inh	PfHsp90 set2	Ecoli viability	AddAB inh	Pemphigus Ab inh	PKA-R1A act	Mot1-301 SUMO
O=C(Nc1ccc(F)cc1)N(CCCN1CCOCC1)Cc1cc2cc3c(cc2[nH]c1=O)OCO3	1	-1.1	6	-2	3.2	10	-0.7	-3.9	109	-8	3
COC(=O)c1cc(NS(=O)(=O)c2ccc(NCc3cccnc3)c([N+](=O)[O-])c2)cc(C(=O)OC)c1	-4	-0.7	4	10	0.6	10	0.0	-1.2	99	-4	23
CCOC(=O)COc1coc(CN2CCN(c3cccc(Cl)c3)CC2)cc1=O	3	-1.8	9	-13	1.3	-4	0.7	3.2	123	-13	-11
CCCCNCc1cc2ccccc2o1	4	-1.3	6	-13	1.1	5	-0.1	0.5	103	-12	-1

An unsorted share of the library; any-hit rate near 3.2%.
